# ASAP1 inh = ASAP1 ArfGAP inhibition. Q9ULH1. actives 0.19% (n = 360,000). inhibition, % at 16.5 µM. AID 624377. ASAP1-stimulated ARF1 GTP hydrolysis, GDP FP detection; in the data active means inhibition above about 25%;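 further: 0% = vehicle with enzyme and substrate and 100% = no enzyme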
# MBD2 DNA inh = blocks human MBD2 binding to methylated DNA. Q9UBB5. TR-FRET, MBD2 binding to methylated oligonucleotide. inhibition, % at 4.4 µM. actives 0.31% (n = 370,000). AID 686964; in the data active means inhibition above about 13%
# PLC-beta3 inh = inhibitors of human phospholipase C beta3. Q01970. Purified PLC-beta3, fluorogenic substrate, fluorescence. inhibition, % at 12.2 µM. actives 0.18% (n = 370,000); in the data active means inhibition above about 11%;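 further: 0% = median of compound wells on plate and 100% = full blocker control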
# KLK7 zymogen act = activators of human kallikrein-7 zymogen; AID 652039; purified proKLK7, EDANS-DABCYL substrate fluorescence; 100% is mature enzyme control, 0% vehicle; P49862; actives 0.9% (n = 370,000); activation, % at 7 µM;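 active means activation above the mean of all tested compounds plus 3 SD, computed per campaign excluding outliers beyond control limits, cut at about 13% in these data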
# ARFGAP1 inh = rat ARFGAP1 inhibition; Arfgap1-stimulated ARF1 GTP hydrolysis, GDP FP detection; actives 0.26% (n = 360,000); inhibition, % at 16.5 µM; Q62848;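 active means inhibition above a per-plate limit, mean inhibition of low control wells plus 3 SD, cut at about 25% in these data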;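 further: 0% = DMSO wells with enzyme and 100% = wells lacking Arfgap1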
# Target sequence (Q62848 1-136 limits assumed): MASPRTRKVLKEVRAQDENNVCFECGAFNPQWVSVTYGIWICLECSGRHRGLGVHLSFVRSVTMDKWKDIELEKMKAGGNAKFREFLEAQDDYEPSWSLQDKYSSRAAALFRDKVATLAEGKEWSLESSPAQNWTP
#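 Material: truncated rat Arfgap1 GAP domain; Incubation: compound-enzyme preincubation 20 min, reaction 120 min, detection 60 min, 25 °C; Read-out: percent inhibition of Arfgap1-stimulated GTP hydrolysis; Technique: FP, GDP Alexa 633 tracer displaced from anti-GDP antibody, 620/688 nm; Controls: No-Arfgap1 wells (100%) versus DMSO full-reaction wells (0%); Replication: single well per compound.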
# ADAM17 inh = inhibits human ADAM17 | P78536 | recombinant ADAM17, EDANS/DABCYL FRET peptide cleavage | inhibition, % at 6.95 µM | actives 0.83% (n = 370,000) | AID 720648;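 active means inhibition above the mean of compounds lying between control limits plus 3 SD, set per campaign, cut at about 8.5% in these data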;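 further: 0% = DMSO-only wells as the low control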
# UHRF1 MBD2 ctr = UHRF1 methyl-DNA binding inhibition | Q96T88 | UHRF1 binding to methylated oligo, TR-FRET | inhibition, % at 4.4 µM | actives 0.75% (n = 370,000); in the data active means inhibition above about 21%;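 further: UHRF1 SRA domain binding a hemimethylated CpG hairpin DNA probe; 0% = median of test compound wells and 100% = reference inhibitor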
# Target sequence (Q96T88 whole entry, looked up, the tested form may be a part): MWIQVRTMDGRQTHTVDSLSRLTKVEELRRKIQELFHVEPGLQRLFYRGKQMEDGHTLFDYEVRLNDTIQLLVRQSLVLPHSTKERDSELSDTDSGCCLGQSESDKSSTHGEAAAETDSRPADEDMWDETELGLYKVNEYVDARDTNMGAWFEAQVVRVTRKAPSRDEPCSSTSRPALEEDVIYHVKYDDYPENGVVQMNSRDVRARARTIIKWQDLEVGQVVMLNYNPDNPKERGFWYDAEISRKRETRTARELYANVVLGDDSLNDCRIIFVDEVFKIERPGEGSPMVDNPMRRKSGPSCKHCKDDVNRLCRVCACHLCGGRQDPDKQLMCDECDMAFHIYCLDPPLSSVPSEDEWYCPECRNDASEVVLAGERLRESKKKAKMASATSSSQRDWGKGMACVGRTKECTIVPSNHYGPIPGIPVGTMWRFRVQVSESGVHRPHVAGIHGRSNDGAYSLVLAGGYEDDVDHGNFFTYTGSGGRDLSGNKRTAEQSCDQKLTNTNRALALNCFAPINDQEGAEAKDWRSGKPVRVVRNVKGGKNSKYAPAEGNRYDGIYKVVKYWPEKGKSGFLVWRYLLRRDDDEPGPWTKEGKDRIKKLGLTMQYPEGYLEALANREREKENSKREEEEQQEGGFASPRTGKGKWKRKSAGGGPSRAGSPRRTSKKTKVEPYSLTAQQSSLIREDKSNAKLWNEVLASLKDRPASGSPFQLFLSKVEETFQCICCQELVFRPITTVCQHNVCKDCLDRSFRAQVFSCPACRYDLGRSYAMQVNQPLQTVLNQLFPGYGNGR
# DDE Tn7 FP inh = inhibitors of Tn7 peptide binding to human fibrin DD(E); FP displacement of FITC-Tn7 peptide from fibrin DD(E); 0% = median of compound wells per plate; inhibition, % at 8.3 µM; actives 0.13% (n = 370,000); AID 720508;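 active means inhibition above the mean of compounds falling within the control limits plus 3 SD of them, cut at about 14% in these data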;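 further: 0% = plate median of compound wells and 100% = 10 µM Aha-Tn7 peptide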
#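 Assay system: Human fibrin DD(E) protein | Medium: Tris buffer with calcium and detergent, pH 7.8 | Reagent: 0.1 µM fluorescent Tn7 | Compound dosing: Single point at 8.3 µM | Times: 10 min preincubation, 3 h with tracer, room temperature | Detection: Fluorescence polarization of the labelled Tn7 tracer | Controls: Aha-Tn7 high control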
# PLC-gamma1 inh = PLC-gamma1 (human) inhibition, primary screen; purified PLC-gamma1, fluorogenic substrate, fluorescence; actives 0.84% (n = 370,000); inhibition, % at 12.2 µM; P19174; in the data active means inhibition above about 9.5%
# Tn6 DDE FP = disrupts Tn6 cyclic peptide binding to fibrin D-Dimer-E complex; P02675; Fibrin DD(E) TRITC-Tn6 fluorescence polarization displacement; inhibition, % at 8.3 µM; actives 0.21% (n = 370,000); AID 720509;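 active means inhibition above a per-campaign cutoff: mean of compounds within control limits plus 3 SD, cut at about 15% in these data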;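 further: 0% = median of all compound wells on the plate and 100% = blocking peptide control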
# * hit, by the source's call; . = no result given.
ASAP1 inh,PLC-gamma1 inh,ARFGAP1 inh,UHRF1 MBD2 ctr,DDE Tn7 FP inh,KLK7 zymogen act,Tn6 DDE FP,PLC-beta3 inh,ADAM17 inh,MBD2 DNA inh,mol
-9.3,0.7,-0.8,3.3,2.9,0.1,-5.0,-8.5,1.4,6.6,Cc1cc(OCCSc2nnc(-c3cccs3)n2C)ccc1Cl
-0.4,0.7,-2.9,-2.7,3.4,-0.1,3.3,2.7,0.3,2.0,OCCn1c(-c2ccc(F)cc2)csc1=Nc1ccccc1
7.6,-4.0,2.7,1.4,7.9,0.1,5.0,-2.0,-4.2,3.2,CCSc1ccccc1C(=O)NCc1ccco1
-3.7,0.9,-8.4,-0.3,-5.1,0.5,-0.5,-3.9,-41.8,-3.8,COc1cc(C(=O)OCC(=O)NC2CCCCCC2)ccc1OCC(C)C
-11.6,7.9,1.6,2.2,-2.0,0.4,1.9,4.0,2.1,-1.4,O=C(NCc1cccnc1)C1CCCN(S(=O)(=O)c2ccccc2)C1 (configuration not stated)
.,2.0,.,-3.4,7.4,0.1,-4.9,0.0,-2.0,-3.4,CN(Cc1ccccc1)S(=O)(=O)c1cccc(C(=O)OCc2ccc(Oc3ccccc3)cc2)c1
0.6,0.6,9.0,2.0,-1.3,-0.1,12.7,3.8,-1.9,0.5,Cc1noc(C)c1CSCC(=O)Nc1cccc(C(F)(F)F)c1
-14.7,0.1,-5.3,-1.2,1.0,0.0,2.6,4.7,-1.7,-6.2,Cc1ccc2c(c1)nnn2C1CCN(C(=O)c2ccccc2F)CC1
-6.2,-4.5,-3.9,-4.4,4.2,0.4,4.8,-5.8,-6.6,4.0,CNc1oc(Cc2cccc3ccccc23)nc1C#N
-0.3,-0.3,-9.7,1.0,-3.6,-0.2,1.1,-8.3,-2.8,1.0,COc1ccc(C(=O)OCC(O)COC(=O)c2ccc(OC)cc2)cc1
-2.5,-1.2,-1.4,0.0,-0.6,0.1,-1.2,1.2,-2.3,-1.1,CCOCCCNC(=O)Cn1cc2c(n1)CCCC2
3.3,-1.1,3.3,-1.9,-3.4,0.0,-0.8,0.7,-0.2,1.4,CC(=O)Nc1ccc(S(=O)(=O)NC(C)(C#N)C2CC2)cc1 (configuration not stated)
.,0.1,.,-2.5,-6.3,.,2.2,0.5,-0.5,-9.3,CCCC1CCC2(CC1)CCC2OC(=S)Nc1ccccc1C(F)(F)F (configuration not stated)
14.1,-1.2,8.4,1.6,6.7,-0.3,-0.2,0.1,-2.0,-1.2,COc1ccc(NC(=O)/C=C/c2cccc(F)c2)cn1
-0.7,-1.1,10.4,-0.7,-3.7,0.2,-5.5,0.9,1.2,-1.5,CCn1c(SCC(=O)c2ccc(NS(=O)(=O)c3ccccc3)cc2)nnc1-c1cccs1
-21.6,1.7,1.5,-0.1,2.3,-0.1,-2.8,-1.2,0.8,-5.0,CSc1ncccc1C(=O)NCCc1ccccc1F
0.9,-1.4,-2.5,-0.7,-5.3,0.0,-5.4,-3.6,0.7,-5.7,CCCN(CCC)Cc1c(C(=O)N/N=C/CCc2ccccc2)nnn1-c1nonc1N
7.3,-0.3,8.4,1.6,2.0,-0.1,-1.3,-5.2,1.5,9.9,CN(c1ccc(OCC(=O)OCC(=O)Nc2ccc(F)cc2)cc1)S(=O)(=O)c1ccc(Cl)cc1
-1.9,0.8,-4.6,0.4,-1.2,0.2,9.4,0.2,-2.5,1.3,Cc1ccc(NC(=O)COC(=O)CNC(=O)C2CCCCC2)c(Br)c1
0.2,1.1,-4.7,-0.8,-5.0,0.1,-0.2,-0.1,-1.3,-4.7,N#CCCN1CCN(S(=O)(=O)c2ccc(S(=O)(=O)NC3CC3)cc2)CC1
-4.2,0.8,-1.2,-1.4,-5.5,0.0,0.1,-0.8,1.6,-5.2,O=C(O)CCc1nc2ccccc2c(=O)[nH]1
7.5,-2.6,8.7,-0.4,1.2,0.2,0.6,0.6,-7.1,3.8,COc1ccccc1OCCSc1nnc(C)n1-c1ccccc1
-4.3,-1.8,0.7,-0.2,-1.6,0.0,4.8,0.1,-0.9,-0.6,Cc1ccc(NC(=S)N2CCN(Cc3ccccc3)CC2)cc1
-4.8,-0.7,1.5,0.0,3.7,0.5,1.9,1.7,-0.2,-2.2,COc1ccccc1N(C(=O)CN1C(=O)c2ccccc2S1(=O)=O)C(C(=O)NCC1CCCO1)c1ccc(F)cc1 (configuration not stated)
7.3,1.1,11.1,4.0,3.6,0.5,-1.6,-1.4,-4.9,-0.6,CCC(C)[C@H](N)c1cn([C@@H](CCCCN)C(=O)N2CCNCC2)nn1 (some centres not stated)
0.9,-124.1,-10.0,-3.5,-4.8,-1.6,-1.2,-180.6,-24.7,-1.5,Cc1c(Cc2ccccc2)c(NCCN(C)C)n2c(nc3ccccc32)c1C#N
10.6,0.6,4.4,-15.0,-3.7,-0.1,-2.5,-4.5,2.9,-8.8,COc1ccccc1N=Nc1ccc(O)c2ncccc12
-2.9,1.3,-4.5,0.7,-1.9,-0.6,1.7,0.7,-0.5,-3.5,O=C(NCc1ccccc1)NC(=O)c1ccccc1
2.7,1.8,15.9,1.0,-0.1,0.2,-3.0,-7.9,-3.7,3.6,CC1CCCCN1C(=O)Cn1c(=O)n(-c2ccc(F)cc2)c(=O)c2sccc21 (configuration not stated)
-3.1,3.3,10.5,-1.2,-0.6,-0.2,3.1,1.5,0.0,3.2,CCOc1ccccc1Nc1nnc(SCC(=O)NCC2CCCO2)s1 (configuration not stated)
-4.4,-7.8,10.2,-1.9,1.2,0.1,-0.5,-8.3,-3.0,-3.8,O=C(COC(=O)/C=C/c1ccccc1[N+](=O)[O-])Nc1ccc2[nH]c(=O)[nH]c2c1
-15.2,-0.1,11.7,-0.4,-1.6,-0.3,6.0,-11.2,-2.2,-3.3,COc1ccc(CC(=O)Nc2ccccc2N2CCCC2)cc1
3.5,-0.5,12.8,-3.9,-4.9,0.2,1.5,-1.1,-1.8,0.9,CC(C)C(=O)Nc1ncc(Cc2cccc(Cl)c2)s1
10.6,10.9*,-8.4,1.8,-1.5,0.4,-3.3,6.6,4.8,-6.8,O=C(O)c1cccc(NC(=S)NC(NC(=O)c2cccc([N+](=O)[O-])c2)C(Cl)(Cl)Cl)c1 (configuration not stated)
-4.4,-1.6,-5.6,-2.6,5.0,1.6,-6.3,-8.3,2.0,-2.7,CCOC(=O)Cc1csc(NC(=O)c2ccc(C)c(S(=O)(=O)N3CCOCC3)c2)n1
10.4,-104.5,11.5,-0.4,-2.2,-1.0,-8.2,-143.5,-1.5,-1.9,O=C(Nc1ccccc1-c1nc2ccccc2s1)c1ccc(Br)o1
-5.8,0.5,0.5,-6.4,-3.1,-0.4,-8.6,-2.0,3.5,1.0,O=C(Nc1ccccc1)c1cc2ccccc2c(=O)s1
5.0,-0.7,1.9,5.0,4.7,-0.4,-4.4,-7.3,1.4,-1.3,CC1CCCCC1NC(=O)CN(C)S(=O)(=O)c1ccc2c(c1)CCC(=O)N2 (configuration not stated)
-0.9,-0.4,7.7,-0.5,1.6,-0.6,4.5,-5.9,-2.5,-1.1,CC1=C(C)CC(C(=O)NC(C)CCc2ccccc2)C(C(=O)O)C1 (configuration not stated)
3.4,3.0,22.5,4.3,1.2,-0.5,-0.9,-5.4,-4.8,4.4,Cc1ccccc1OCC(=O)NNC(=O)Cc1ccc(S(=O)(=O)N2CCOCC2)s1
15.0,6.9,15.8,3.9,4.2,-0.5,-8.6,-1.0,-4.6,4.2,O=[N+]([O-])c1cnn2cc(Br)cnc12
3.1,-3.5,-5.5,-1.3,1.6,0.1,5.0,-9.0,-4.2,2.3,COc1ccc(Cl)cc1NC(=O)c1cccc(-n2cnnn2)c1
18.3,-0.1,23.9,-0.1,-0.7,0.3,4.2,-9.9,0.0,1.8,COc1ccc(N(CC(=O)N/N=C(\C)c2ccc(OC)c(OC)c2)S(=O)(=O)c2ccccc2)cc1
1.4,1.6,-3.1,3.4,-5.1,0.0,-3.4,-6.5,-1.4,3.0,O=C(NCc1ccccc1)N1CCC(CO)(Cc2cccc(F)c2)CC1
7.2,-1.4,-4.5,1.3,-3.4,0.4,6.4,0.9,-2.4,6.8,O=C(CNC(=O)c1ccco1)Nc1ccc2c(c1)OCCO2
13.8,4.8,5.7,1.5,1.5,-1.6,-4.3,-3.1,-5.3,6.5,Cc1cccc(C)c1C(=O)N[C@@H](Cc1ccccc1)C(=O)O
4.1,4.5,4.3,0.0,-3.5,0.3,-4.6,5.3,1.7,-3.4,O=C(CCCc1nc(-c2ccc(Cl)cc2)no1)N1CCOCC1
13.9,-13.8,-1.2,-2.3,-1.5,1.3,0.7,-35.5,-2.6,0.2,O=C(Nc1ccc2c(c1)OCO2)c1cc(-c2cccc(O)c2)on1
0.1,1.0,15.0,-3.4,7.8,0.5,-6.7,-3.2,0.6,1.9,COCCOC(=O)c1c(C)oc2ccc(OC(=O)c3c(OC)cccc3OC)cc12
6.1,3.1,0.1,-0.8,6.7,-0.3,6.9,-2.5,-1.2,-3.0,CCCNC(=O)c1ccc(C)c(NC(=O)C2=C(C)OCCS2)c1

# The listing continues.
ASAP1 inh,PLC-gamma1 inh,ARFGAP1 inh,UHRF1 MBD2 ctr,DDE Tn7 FP inh,KLK7 zymogen act,Tn6 DDE FP,PLC-beta3 inh,ADAM17 inh,MBD2 DNA inh,mol
11.0,-0.5,-4.5,-3.7,-3.1,0.2,7.3,-6.2,-1.3,-4.3,Cc1cc(C(=O)NNC(=S)NCc2ccccc2)no1
-2.7,1.8,1.2,-2.1,-6.4,-0.8,-3.9,-1.6,-0.4,3.6,COC(=O)c1ccc(N=NNc2cccc(Br)c2)cc1
13.7,-2.2,3.5,-1.8,0.4,0.3,-0.1,-6.7,-3.0,-2.9,CNC(=S)NNC(=O)CSCc1c(Cl)cccc1Cl
-8.2,-3.4,12.0,2.7,5.6,-0.8,7.0,-4.5,-3.5,5.3,CCOc1ccc(NC(=O)c2nc(SCC)ncc2Cl)cc1
8.4,-0.7,8.9,-4.8,-1.3,0.3,2.0,3.4,-1.2,-5.2,CCOC(=O)N1CCN(S(=O)(=O)c2ccc(C)c([N+](=O)[O-])c2)CC1
0.9,-0.2,-13.0,1.4,8.0,0.1,1.3,1.7,0.7,-2.6,O=C(CSc1nc2ccccc2[nH]1)NCc1ccc2c(c1)OCO2
1.5,6.6,2.5,0.7,-3.8,-0.3,6.4,0.2,0.4,0.8,Cc1ccccc1N1CC(C(=O)O)CC1=O (configuration not stated)

# Grouped by structure, the entries above with a CF3 group (2)
ASAP1 inh,PLC-gamma1 inh,ARFGAP1 inh,UHRF1 MBD2 ctr,DDE Tn7 FP inh,KLK7 zymogen act,Tn6 DDE FP,PLC-beta3 inh,ADAM17 inh,MBD2 DNA inh,mol
0.6,0.6,9.0,2.0,-1.3,-0.1,12.7,3.8,-1.9,0.5,Cc1noc(C)c1CSCC(=O)Nc1cccc(C(F)(F)F)c1
.,0.1,.,-2.5,-6.3,.,2.2,0.5,-0.5,-9.3,CCCC1CCC2(CC1)CCC2OC(=S)Nc1ccccc1C(F)(F)F (configuration not stated)

# High-throughput results (PubChem BioAssay)
